SR-BI uptake up: activators of SR-BI mediated HDL lipid uptake; CHO ldlA[mSR-BI] cells, DiI-HDL uptake fluorescence, 3 h; 100 = double the neutral-control signal; activation, % at 12.5 µM; 0.096% of 320,000 active;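 active = mean replicate activation of at least 60% and every replicate at or above 60%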;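 note: 0% = median plate neutral-control signal and 100% = twice that signal; values of inactives mirror those of a sister screen read the other way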
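Test system: SR-BI-overexpressing, LDLR-lacking CHO cells; Medium: Ham's F12 with 0.5% BSA, HEPES 25 mM, pH 7.4; Schedule: 3 h, 37 °C; Technique: bottom-read fluorescence, 550/595 nm.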
Ecoli viability: bacterial growth inhibition, counter-screen for AddAB inhibitors. E. coli V3065 growth, OD600 absorbance, 18 h. inhibition, % at 11.9 µM. 0.27% of 330,000 active;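 active = inhibition above the campaign's mean inhibition across all tested compounds plus 3 SD, cut at about 9.9% in these data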;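 note: uninfected addAB+ strain grown without phage in ampicillin broth; 0% = DMSO wells and 100% = ciprofloxacin 0.95 µg/ml wells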
MITF act: activators of MITF-driven TRPM1 promoter activity in SK-MEL-5 cells; SK-MEL-5 TRPM1-promoter luciferase, 24 h; % of positive control, neutral wells = 0; activation, % at 12.5 µM; 0.75% of 300,000 active;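 active = mean activation of at least 80% with every replicate also reaching 80%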;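 note: 0% = neutral control wells and 100% = parthenolide positive control wells; values of inactives mirror those of a sister screen read the other way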
CAL PDZ FP-1: inhibitors of human CAL PDZ peptide binding; purified CAL PDZ, TMR-peptide fluorescence polarization, 1 h; inhibition, % at 24.9 µM; 0.92% of 300,000 active; AID 602252;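 active = mean inhibition of at least 30% with at least half of replicates also reaching 30%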;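 note: 0% = DMSO neutral control and 100% = excess unlabeled competitor peptide PRC23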
Tat transport: inhibitors of E. coli Tat protein transport. inhibition, % at 10 µM. E. coli MC4100 TorA-mCherry Tat export, fluorescence. 0.036% of 340,000 active;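 active = mean replicate inhibition at least 50% and at least half of replicates individually reaching 50%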;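 note: exported cargo escapes ClpAP degradation while cytoplasmic cargo is degraded and loses fluorescence; 0% = median of neutral control wells and 100% = median of NaSCN control wells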
CAL PDZ FP-2: blocks peptide binding to human CAL PDZ domain. Q9HD26. purified CAL PDZ, TMR-peptide fluorescence polarization, 1 h. inhibition, % at 20 µM. 0.02% of 330,000 active. AID 504414;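 active = highest replicate inhibition of at least 40%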;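 note: plate controls were DMSO neutral control wells for no effect and unlabeled competitor peptide control wells for full effect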
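Test system: tagged CAL PDZ domain / Buffer or medium: sodium phosphate/NaCl buffer pH 7.4 with TCEP, IgG, Thesit / Reagent: TMR-labelled reporter peptide T*-PRC34 bound in PDZ groove / Compound dosing: single point, 20 µM / Schedule: 1 h incubation at room temperature before polarization reading / Technique: fluorescence polarization (mP) / Benchmarks: unlabelled peptide, DMSO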
phage Ecoli inh: E. coli growth loss with phage present | inhibition, % at 11.9 µM | 0.26% of 360,000 active | AID 651602 | growth absorbance; in the data active = inhibition above about 11%
AddAB inh: less growth of phage-infected E. coli with AddAB. E. coli expressing H. pylori AddAB, absorbance growth. inhibition, % at 11.9 µM. 0.29% of 330,000 active. AID 435030; in the data active = inhibition above about 12%;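 note: 0% = vehicle wells of infected cells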
Wnt act: Wnt/beta-catenin pathway activation; AID 743398; activation, % at 9.35 µM; 1.2% of 300,000 active; Wnt/beta-catenin reporter cell assay, activator, plate reader; in the data active = activation above about 30%, passing the limit was not always enough;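 note: 0% = neutral control wells and 100% = positive control wells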
SR-BI HDL uptake: blocks mouse SR-BI lipid uptake from DiI-HDL; 0.96% of 320,000 active; Q61009; AID 488896; ldlA[mSR-BI] CHO cells, DiI-HDL uptake fluorescence, 3 h; inhibition, % at 12.5 µM;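 active = mean replicate inhibition of at least 70% and a set share of replicates each scoring 70 or more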;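 note: 0% = median of neutral control wells and 100% = median of positive control wells; values of inactives mirror those of a sister screen read the other way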
Target sequence (Q61009 whole entry, looked up): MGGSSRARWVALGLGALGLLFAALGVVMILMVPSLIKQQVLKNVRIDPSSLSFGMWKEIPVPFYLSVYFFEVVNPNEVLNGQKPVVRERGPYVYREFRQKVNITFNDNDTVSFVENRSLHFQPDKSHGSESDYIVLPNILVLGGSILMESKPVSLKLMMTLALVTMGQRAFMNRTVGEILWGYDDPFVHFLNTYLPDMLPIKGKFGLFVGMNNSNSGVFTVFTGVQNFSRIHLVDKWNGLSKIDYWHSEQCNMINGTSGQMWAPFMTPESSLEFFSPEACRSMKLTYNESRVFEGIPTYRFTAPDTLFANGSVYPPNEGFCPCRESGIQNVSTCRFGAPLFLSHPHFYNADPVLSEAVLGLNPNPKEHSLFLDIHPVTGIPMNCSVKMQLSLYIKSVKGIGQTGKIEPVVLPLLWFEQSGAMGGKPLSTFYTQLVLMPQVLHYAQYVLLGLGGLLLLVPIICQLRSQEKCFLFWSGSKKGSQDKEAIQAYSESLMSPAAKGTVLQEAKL
* marks the source's active call; other numbers are inactive results; · = not tested or not shown.

SMILES | SR-BI uptake up | Ecoli viability | MITF act | CAL PDZ FP-1 | Tat transport | CAL PDZ FP-2 | phage Ecoli inh | AddAB inh | Wnt act | SR-BI HDL uptake
CC(NC(=O)CN1c2cccc3cccc(c23)S1(=O)=O)c1ccc(S(N)(=O)=O)cc1 (centres undefined) | -10.9 | -1.1 | -28.1 | -4.7 | -1.2 | -3.1 | 3.7 | 0.0 | -1.0 | 10.8
Nc1nonc1C(=O)NCCNC(=O)c1ccccc1F | 35.4 | -1.0 | · | 0.1 | 2.4 | -0.1 | 0.8 | 2.9 | -2.9 | -35.4
CCc1ccc(-n2c(=O)c3c(C)c(C)sc3n(CC(=O)NCC3CCCO3)c2=O)cc1 (centres undefined) | · | -2.3 | 1.2 | 5.7 | -4.3 | -1.5 | -1.9 | -2.0 | -0.9 | ·
Clc1cccc(-c2cc3nc4c(c(N5CCN(c6cnccn6)CC5)n3n2)CCCC4)c1 | · | 3.2 | 46.8 | 0.8 | -11.9 | -1.7 | -0.8 | 2.7 | 3.4 | ·
CCOc1cc(C(=O)OCC(=O)c2c(N)n(C)c(=O)n(C)c2=O)cc(OCC)c1OCC | -57.7 | -2.1 | 17.7 | · | -4.6 | -2.3 | 1.6 | 0.0 | · | 57.7
COc1ccc2nc(/C=N/NC(=O)[C@H](CCSC)NC(=O)OC(C)(C)C)ccc2c1 | -11.3 | -1.9 | -0.1 | 0.9 | 0.0 | -1.9 | 2.6 | -1.5 | · | 11.3
CN1C(C(=O)NCC2CC2)CC2Cn3c(nc4cc5ccccc5cc43)C21 (centres undefined) | 25.5 | 0.7 | 11.9 | -0.5 | -15.1 | -0.1 | 2.6 | 3.0 | -0.5 | -25.5
CCOc1ccc(-c2cc(CCCC(=O)Nc3cc(OC)ccc3OC)no2)cc1 | -66.7 | -1.7 | -46.2 | · | -2.9 | -0.8 | 3.9 | -3.1 | · | 66.7
O=C(NCCc1nc(-c2ccccc2Cl)no1)C1CCCCC1 | 0.0 | 0.3 | 3.7 | -5.1 | -3.7 | -1.0 | 0.6 | 2.9 | 7.5 | 0.0
COCC(C)n1c(SCC(=O)NC(=O)NCc2ccccc2)nc2ccccc2c1=O (centres undefined) | -4.9 | 3.4 | -7.3 | -19.6 | 0.6 | -1.2 | 2.1 | 1.5 | -1.5 | 4.9
CCN(Cc1ccccc1)S(=O)(=O)c1cn(C)cn1 | 9.4 | 2.4 | -3.6 | -0.3 | 1.3 | -3.1 | -1.3 | 1.6 | 0.2 | -9.4
CC(=O)c1c(C)[nH]c(C(=O)OCC(=O)NCc2ccc(Cl)cc2)c1C | -7.7 | 3.2 | · | -0.6 | -5.8 | 0.1 | 1.4 | 1.6 | 0.6 | 7.7
c1ccc2c(N3CCCCC3)nc(N3CCCC3)nc2c1 | 1.9 | 0.7 | · | -0.7 | 3.4 | · | 2.0 | 0.7 | -5.3 | -1.9
CCOc1ccc(C(C(=O)NC2CCCCC2)N(C(=O)c2ccccn2)c2cccnc2)cc1 (centres undefined) | 9.8 | -1.7 | 2.8 | -6.5 | -10.1 | -1.3 | 5.2 | -4.0 | -0.9 | -9.8
CC(/C=N\NC(=O)c1cc(C)oc1C)=C\c1ccccc1 | 10.8 | 2.2 | 27.9 | 1.3 | 2.7 | -1.9 | 0.1 | 0.9 | -1.7 | -10.8
Cc1nc2cc(-c3ccc(Br)cc3)[nH]n2c(=O)c1Cl | 12.7 | · | · | -1.7 | -2.6 | -0.9 | 1.0 | · | 1.3 | -12.7
Cc1ccsc1C(=O)OCC(=O)NCc1ccco1 | 10.3 | 1.1 | 12.4 | · | 3.4 | 0.9 | 0.6 | 0.5 | 1.7 | -10.3
O=C(CN1C(=O)NC2(CCSC2)C1=O)N1CCN(c2ccc(F)cc2)CC1 (centres undefined) | 0.1 | -1.4 | 3.8 | -3.8 | -0.9 | -2.8 | 1.6 | 1.8 | · | -0.1
CC(C)C[C@@H](COc1ccccc1)N1CCN(C)CCC1=O | 40.5 | 0.1 | 2.1 | -4.8 | 3.0 | 2.0 | -0.3 | 2.6 | -2.2 | -40.5
CN(CC(=O)Nn1cnnc1)S(=O)(=O)c1cc(Cl)ccc1Cl | 10.2 | -1.0 | -2.4 | 1.9 | 9.8 | · | 2.0 | -0.2 | · | -10.2
COc1cc(NS(=O)(=O)c2ccc(NC(=O)COc3ccccc3Cl)cc2)nc(OC)n1 | · | 1.8 | · | · | · | · | 3.5 | 2.2 | -8.6 | ·
Clc1ccc(-n2nnc(-c3cccnc3)n2)cc1Cl | 19.6 | -1.9 | 71.2 | -4.2 | 2.9 | -2.2 | 2.7 | 3.1 | 32.2* | -19.6
O=C(CSc1nc2ccccc2c(=O)n1Cc1ccco1)NCCN1C(=O)CSC1=O | 4.0 | 0.5 | -9.2 | -2.0 | 4.8 | 0.1 | 1.0 | 1.6 | -2.4 | -4.0
Cc1ccc(NC(=O)COC(=O)CN2CCCCCC2=O)cc1C | -2.2 | 1.2 | 0.8 | -4.8 | 2.6 | -2.0 | -1.2 | 0.5 | -1.1 | 2.2
COc1cc(CC(NC(C)=O)C(=O)NC2CCN(S(=O)(=O)c3ccc(NC(C)=O)cc3)CC2)cc(OC)c1 (centres undefined) | · | 3.3 | -14.0 | 1.2 | -10.9 | 1.1 | -0.1 | 5.0 | -2.2 | ·
SMILES | SR-BI uptake up | Ecoli viability | MITF act | CAL PDZ FP-1 | Tat transport | CAL PDZ FP-2 | phage Ecoli inh | AddAB inh | Wnt act | SR-BI HDL uptake
CC1CCN(S(=O)(=O)c2cccc(C(=O)Nc3nncs3)c2)CC1 | 6.5 | -1.5 | -5.7 | 0.7 | 4.9 | -2.9 | 0.6 | -2.2 | 3.0 | -6.5
CN(CCC#N)CC(=O)Nc1ccc(NC(=O)CN(C)CCC#N)cc1 | 0.1 | -2.7 | -16.2 | 38.7* | -0.3 | -3.2 | 0.9 | 0.9 | · | -0.1
COC(=O)CCNC(=O)c1ccc2nc(Cc3ccc(OC)c(OC)c3)oc2c1 | 8.3 | -1.1 | · | -3.8 | -8.3 | 0.1 | 2.1 | -1.1 | 5.4 | -8.3
COc1ccccc1C(=O)NC(=O)CSc1nnc2ccccn12 | -1.7 | 0.9 | -9.6 | · | -2.2 | -2.1 | 1.5 | -0.3 | -1.2 | 1.7
CCCCn1c(N)c(N(CC(C)C)C(=O)CCNC(=O)c2ccccc2Cl)c(=O)[nH]c1=O | 23.0 | -1.3 | 7.1 | -0.2 | -1.4 | -1.9 | -0.5 | 3.4 | -2.8 | -23.0
Cc1c(NC(=O)/C(C#N)=C/c2c(N3CCCCC3)nc3ccccn3c2=O)c(=O)n(-c2ccccc2)n1C | 2.4 | -0.2 | · | · | -5.7 | -1.6 | 2.9 | 3.4 | 0.4 | -2.4
O=c1c2c(ncn1CCO)nc1n2CCC1 | -6.8 | 0.4 | · | -0.7 | -1.5 | -3.2 | 3.7 | 1.4 | 27.1 | 6.8
COc1ccc(CCNC(=O)CCN2C(=O)[C@@H]3Cc4ccccc4CN3C2=O)cc1 | 1.2 | -2.4 | -4.2 | 1.8 | -1.2 | -2.0 | 0.5 | 2.2 | -0.5 | -1.2
COc1ccc(NC(=O)CSc2nnc(C(C)C)n2N)cc1 | -7.5 | -2.9 | 4.1 | -9.0 | -7.5 | -0.4 | 4.4 | 2.2 | · | 7.5
COc1ccc(CCn2c(=O)[nH]c3cc(C(=O)N4CCN(c5ccccc5)CC4)ccc3c2=O)cc1OC | -66.5 | -1.4 | -4.8 | -2.8 | -4.7 | -1.3 | 1.2 | -2.4 | -5.2 | 66.5
COc1ccccc1N(CC(=O)NCC1CCCO1)C(=O)CNS(=O)(=O)c1ccccc1 (centres undefined) | 0.9 | 0.3 | -3.8 | -1.3 | -8.6 | -1.6 | -2.2 | -0.3 | -0.6 | -0.9
Cc1c(C(=O)Nc2ccc3nc(N4CCOCC4)sc3c2)oc2ccccc12 | -66.1 | -2.6 | 27.0 | 4.1 | 9.3 | -0.3 | 2.2 | 1.8 | 4.6 | 66.1
CCOc1ccccc1N1CCN(S(=O)(=O)c2cccc3nsnc23)CC1 | -21.1 | -2.1 | 14.4 | 2.4 | 1.9 | -2.0 | 1.9 | -0.3 | -1.3 | 21.1
CN(C)C(CNC(=O)c1ccc(NC(=O)CC#N)cc1)c1ccccc1 (centres undefined) | -10.2 | 1.1 | 8.4 | -7.2 | 4.4 | -4.9 | 2.0 | 2.0 | -0.1 | 10.2
CCOc1ccc(NC(=S)N2CCC(N(C)CCN3CCOCC3)CC2)cc1 | 35.3 | -3.1 | 4.0 | -4.5 | 9.4 | 0.2 | 5.0 | 3.0 | · | -35.3
COc1ccc(N2CCN(CC(=O)Nc3nc(C)cs3)CC2)cc1 | 14.1 | -0.3 | 4.4 | -2.4 | -8.2 | · | -1.0 | 2.7 | 1.2 | -14.1
O=C(CSc1nnc(-c2ccc(OC(F)F)cc2)o1)NC(=O)NCc1ccco1 | -15.6 | 0.5 | -13.1 | -4.3 | -7.5 | -0.4 | 0.8 | 0.1 | -1.9 | 15.6
CCn1ccnc1CN(C)Cc1cn(-c2cccc(C)c2)nc1-c1cccc(F)c1 | -10.9 | -1.9 | -5.1 | -1.6 | 4.8 | -2.2 | 1.2 | 2.2 | -1.4 | 10.9
COC(=O)c1sccc1NC(=O)/C=C\c1ccc(Cl)cc1Cl | -1.2 | · | 49.4 | · | 4.0 | -0.3 | -2.3 | · | · | 1.2
COc1ccccc1-c1nc(S(=O)(=O)c2ccccc2)c(N2CCOCC2)o1 | · | 1.8 | -10.4 | -1.2 | -5.1 | 0.0 | 1.4 | 4.6 | -0.3 | 2.2
COc1ccc(C)cc1-n1nnnc1SCC(=O)NC1CC1 | 5.1 | -1.3 | -3.4 | -2.6 | -8.5 | -0.1 | 3.4 | 3.3 | -4.4 | -5.1
CC(C)CCn1cnc2c(NCc3ccccc3)ncnc21 | 3.1 | 2.8 | 45.5 | · | -15.3 | -0.6 | 1.6 | -0.7 | · | -3.1
C=C(C)C1CC=C(C)C(=NNC(=O)c2ccncc2)C1 (centres undefined) | 9.3 | · | -3.9 | -8.8 | 3.8 | -0.5 | 2.9 | · | -0.9 | -9.3
CC(NC(=O)COC(=O)c1cc([N+](=O)[O-])ccc1N1CCOCC1)c1ccc(F)cc1 (centres undefined) | -32.1 | -0.2 | 5.3 | · | 5.2 | -0.7 | -6.6 | 2.0 | -4.6 | 32.1
Cc1ccccc1C(=O)N1CCN(c2ccc(NC(=O)c3ccccc3[N+](=O)[O-])cc2)CC1 | -78.0 | 2.5 | -4.6 | 0.3 | -6.6 | -1.6 | 5.0 | 2.3 | -1.5 | 78.0*
Cc1ccnc(Sc2ccc([N+](=O)[O-])cc2[N+](=O)[O-])n1 | -1.4 | -0.1 | -24.8 | -0.4 | -6.6 | -0.6 | 2.0 | -1.5 | · | 1.4
Cc1ccc(C)c(S(=O)(=O)c2c(C)cc(C)[nH]c2=O)c1 | 11.1 | -0.4 | -4.8 | -0.8 | -6.2 | · | 2.0 | -0.4 | -0.7 | -11.1

Screens (PubChem)
